DAX1 inh-1: DAX1 (NR0B1) inhibitors, primary screen, cell-based, HEK293, Gal4-DAX1, luciferase luminescence; HEK293 Gal4-DAX1 luciferase reporter; inhibition, % at 6.75 µM; 0.99% of 340,000 active; AID 504766, 2011;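 active = inhibition above the mean over all tested compounds plus 3 SD, cut at about 4.2% in these data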;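 also: 0% = DAX1-transfected cells with DMSO and 100% = empty-vector control cells with DMSO; inhibition shows as a rise in luminescence from relieved DAX1 repression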
PLC-gamma1 inh: PLC-gamma1 enzyme inhibitors, primary screen, biochemical, fluorescence, purified enzyme; fluorogenic substrate; AID 720700, 2013; 0.84% of 370,000 active; inhibition, % at 12.2 µM; 1-phosphatidylinositol 4,5-bisphosphate phosphodiesterase gamma-1 (Homo sapiens), P19174; in the data active = inhibition above about 9.5%
Target sequence (P19174 whole entry, looked up): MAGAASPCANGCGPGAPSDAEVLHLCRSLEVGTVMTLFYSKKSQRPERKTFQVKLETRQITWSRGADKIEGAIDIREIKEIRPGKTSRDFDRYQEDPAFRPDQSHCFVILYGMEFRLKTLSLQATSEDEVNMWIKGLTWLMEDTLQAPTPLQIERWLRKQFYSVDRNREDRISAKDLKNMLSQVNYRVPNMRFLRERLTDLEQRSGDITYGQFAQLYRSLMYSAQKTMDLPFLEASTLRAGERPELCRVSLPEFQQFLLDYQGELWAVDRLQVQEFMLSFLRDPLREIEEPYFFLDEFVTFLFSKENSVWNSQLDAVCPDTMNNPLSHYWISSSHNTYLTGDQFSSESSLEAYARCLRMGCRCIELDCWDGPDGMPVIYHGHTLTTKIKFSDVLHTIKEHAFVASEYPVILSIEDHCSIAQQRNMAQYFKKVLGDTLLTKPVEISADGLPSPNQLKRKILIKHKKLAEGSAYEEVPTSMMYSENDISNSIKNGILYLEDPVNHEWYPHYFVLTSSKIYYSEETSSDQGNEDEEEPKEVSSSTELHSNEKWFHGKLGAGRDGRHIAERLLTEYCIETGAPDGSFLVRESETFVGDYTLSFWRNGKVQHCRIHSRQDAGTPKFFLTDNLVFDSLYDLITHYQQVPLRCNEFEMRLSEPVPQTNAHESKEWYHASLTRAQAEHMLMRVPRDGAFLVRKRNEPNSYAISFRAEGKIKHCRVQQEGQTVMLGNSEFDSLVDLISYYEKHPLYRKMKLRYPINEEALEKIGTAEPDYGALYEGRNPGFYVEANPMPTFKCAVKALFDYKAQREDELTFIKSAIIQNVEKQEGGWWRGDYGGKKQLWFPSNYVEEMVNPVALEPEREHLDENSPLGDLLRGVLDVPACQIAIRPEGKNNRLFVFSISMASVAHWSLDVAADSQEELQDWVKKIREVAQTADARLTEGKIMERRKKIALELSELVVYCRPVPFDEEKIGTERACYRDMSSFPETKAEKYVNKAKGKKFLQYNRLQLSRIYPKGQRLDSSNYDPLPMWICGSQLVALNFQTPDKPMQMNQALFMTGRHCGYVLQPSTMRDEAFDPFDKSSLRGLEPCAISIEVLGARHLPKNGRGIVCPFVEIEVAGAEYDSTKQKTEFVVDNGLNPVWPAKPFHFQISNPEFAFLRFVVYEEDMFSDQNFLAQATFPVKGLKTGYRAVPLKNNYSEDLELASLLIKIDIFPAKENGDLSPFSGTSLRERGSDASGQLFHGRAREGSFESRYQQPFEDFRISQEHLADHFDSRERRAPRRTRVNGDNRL
MBD2 DNA inh: inhibitors of MBD2 binding to methylated DNA, primary screen, biochemical, TR-FRET, DNA-binding domain, human; Methyl-CpG-binding domain protein 2 (Homo sapiens), Q9UBB5; MBD2 binding to methylated oligonucleotide; inhibition, % at 4.4 µM; 0.31% of 370,000 active; AID 686964, 2013; in the data active = inhibition above about 13%
PLC-beta3 inh: human PLC-beta3 inhibitors, primary screen, biochemical, fluorescence | inhibition, % at 12.2 µM | 1-phosphatidylinositol 4,5-bisphosphate phosphodiesterase beta-3 (Homo sapiens), Q01970 | 0.18% of 370,000 active | Purified PLC-beta3, fluorogenic substrate | AID 720704, 2013; in the data active = inhibition above about 11%;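 also: 0% = median of compound wells on plate and 100% = full blocker control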
DAX1 inh-2: DAX1 (NR0B1) inhibitors on StAR promoter, primary screen, cell-based, luminescence, SF-1 (NR5A1), full-length DAX-1; HEK293T StAR-luciferase reporter, SF-1/DAX-1 repression relief; inhibition, % at 6.8 µM; 1.1% of 370,000 active; AID 652010, 2013;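 active = inhibition above the mean over all tested compounds plus 3 SD, cut at about 3.6% in these data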;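 also: 0% = DAX-1 cells with DMSO and 100% = cells lacking DAX-1 with DMSO; higher inhibition means more luminescence from relief of DAX-1 repression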
hcDAF-12 act: H. contortus DAF-12 nuclear receptor activators, primary screen, cell-based, luminescence, HEK293, lit1-tk-luc reporter | HEK293 hcDAF-12 lit1-tk-luc reporter; 0% DMSO, 100% Δ7-dafachronic acid | activation, % at 6.8 µM | 1.4% of 370,000 active;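 active = activation above the mean of all tested compounds plus 3 SD, cut at about 5.5% in these data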;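 also: 100% = response to 3 µM Δ7-dafachronic acid high control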
ssDAF12 agonist: S. stercoralis DAF-12 nuclear receptor activators, primary screen, cell-based, luminescence, HEK293, GRIP1 co-expression, lit1-tk-luc; AID 652126, 2013; 1% of 370,000 active; activation, % at 6.8 µM; Nuclear hormone receptor DAF-12 (Strongyloides stercoralis); HEK293 ssDAF-12/GRIP1 lit1-tk-luc reporter; % of 3 µM dafachronic acid response;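 active = activation above the mean over all tested compounds plus 3 SD, cut at about 0.9% in these data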;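 also: 0% = DMSO-only wells and 100% = 3 µM delta7-dafachronic acid wells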
ADAM17 inh: ADAM17 inhibitors, primary screen, biochemical, QFRET. Disintegrin and metalloproteinase domain-containing protein 17 (Homo sapiens), P78536. recombinant ADAM17, EDANS/DABCYL FRET peptide cleavage. inhibition, % at 6.95 µM. 0.83% of 370,000 active. AID 720648, 2013;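 active = inhibition above the mean of compounds lying between control limits plus 3 SD, set per campaign, cut at about 8.5% in these data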;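 also: 0% = DMSO-only wells as the low control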
hgDAF-12 ag: H. glycines DAF-12 receptor agonists, primary screen, cell-based, luminescence, HEK293, GAL4 fusion, UAS-luciferase; Nuclear hormone receptor DAF-12 (Heterodera glycines), GAL4 fusion; HEK293 GAL4-hgDAF12 UAS-luciferase reporter, agonist luminescence; normalized to butyrate control; activation, % at 6.8 µM; 1.8% of 370,000 active;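 active = activation above a cutoff set at the mean of all screened compounds plus 3 SD, cut at about 10% in these data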;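 also: 0% = DMSO wells and 100% = sodium butyrate wells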
Rev-erbA mod: modulators of Rev-erb alpha DNA binding, primary screen, biochemical, FITC-DNA, fluorescence polarization, uHTS. Rev-erbα–FITC-DNA binding, 90 min. 0.79% of 370,000 active. activity, % at 10 µM;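 active = activity above about 14%, limit read from the data; passing the limit was not always enough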;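 also: 0% = DMSO wells with 35 nM protein and 100% = DMSO wells with 750 nM protein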
SMARCA2 activ: SMARCA2 (BRM) function activators, primary screen, cell-based, luminescence, high throughput. MG213 cells, MMTV-luciferase reporter, dexamethasone, overnight. activation, % at 9.1 µM. 1% of 370,000 active. AID 652017, 2013; in the data active = activation above about 7.8%;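 also: 0% = vehicle wells and 100% = reference activator wells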
* marks the source's active call; other numbers are inactive results; i = inactive; x = not tested or not shown.

molecule	DAX1 inh-1	PLC-gamma1 inh	MBD2 DNA inh	PLC-beta3 inh	DAX1 inh-2	hcDAF-12 act	ssDAF12 agonist	ADAM17 inh	hgDAF-12 ag	Rev-erbA mod	SMARCA2 activ
Nn1c(SCC(=O)Nc2ccccc2Br)nnc1-c1ccco1	-0.7	3.2	-2.4	-5.1	-0.2	-2.8	-0.8	0.1	-1.7	-2.5	2.5
CCCNc1c(NS(=O)(=O)c2cccc(C#N)c2)c(=O)oc2ccccc12	0.9	-0.7	-2.0	-5.5	-0.8	-2.3	-1.3	-3.3	0.5	0.5	-1.6
COc1c(O)ccc2cnn(-c3ccccc3C)c(=O)c12	-0.7	-5.6	-1.3	-4.7	-1.3	-0.6	-0.9	1.3	0.7	0.2	-2.3
CC(NC(=O)C(Cc1ccccc1)NC(=O)c1ccccc1)C(=O)O (stereo not drawn)	1.3	3.0	-1.9	4.6	0.4	0.0	-1.8	-0.2	-1.8	1.9	0.9
O=C(NCCOc1ccc(Cl)cc1)c1ccc2ccccc2n1	-0.4	-1.6	0.1	-6.7	-0.2	-0.3	-1.9	0.9	3.2	1.8	0.2
CCOC(=O)N1CCC(Nc2c([N+](=O)[O-])cc(C(=O)O)cc2[N+](=O)[O-])CC1	-0.1	-3.1	8.2	-3.6	-0.3	-1.0	-0.9	-0.8	-1.2	-5.7	-3.8
O=C(c1ccccc1)N1CCN(S(=O)(=O)N2CCCCC2)CC1	1.0	4.0	0.5	4.9	1.1	-2.4	-1.3	-1.0	1.4	2.8	1.5
CN(Cc1cccs1)C(=O)Cn1cnc2ccccc2c1=O	2.1	3.4	1.8	4.6	0.5	0.4	-1.1	1.3	3.9	3.6	3.9
COc1ccc(-c2ccc(C(=O)NCC3CCOCC3)c3occc23)c(C)c1	x	-22.9	0.6	-30.2	-2.0	-3.5	-1.6	-37.3	-1.6	1.3	-1.6
CCCCCCCCN1C(=O)[C@H](CC(=O)NCC2CCCCC2)C[C@@]2(C(=O)OC)CCCCC=C12	x	-0.3	2.5	1.4	0.0	-1.2	-0.8	-0.5	3.1	1.7	-1.3
CCc1cccc(C)c1NC(=O)COC(=O)Cc1ccsc1	0.1	4.0	2.4	-0.3	0.0	-0.2	-0.9	-1.6	-2.5	-6.5	-0.8
O=C1CCN(Cc2ccccc2)CCN1CCSc1ccccc1	1.4	-1.6	-1.2	-1.1	1.4	3.6	0.2	-2.5	7.1	-5.2	4.4
O=C(COC(=O)c1ccc2[nH]c3c(c2c1)CCCC3)Nc1ccc(Cl)cc1Cl	3.9	-1.1	-5.1	-6.3	-0.7	-0.8	-1.8	0.8	-1.8	4.1	-0.9
COC(=O)Cc1cc(=O)[nH]c(/N=C(\N)Nc2ccccc2)n1	0.1	-2.1	-0.5	-7.2	-1.1	-1.0	-1.1	-2.5	-1.9	2.5	1.8
CC(C)CCNC(=O)COc1ccc2c3c(c(=O)oc2c1)CCC3	-0.7	-14.0	5.8	-24.5	-1.0	-1.5	-1.7	-48.5	1.9	-8.9	3.6
CCOc1ccc(NC(=O)CN(C)C(=O)CC2OC(=O)c3ccccc32)cc1OCC (stereo not drawn)	-0.2	1.4	-6.8	-2.8	0.9	-1.0	-0.8	0.3	-1.0	4.6	-0.4
Cc1ccc(CNC(=O)OC(C)(C)C)c(/C=C/S(=O)(=O)NCCc2ccccc2)c1	x	2.3	6.3	-4.6	-2.4	-5.4	-2.2	-2.0	-3.3	0.0	-6.6
CC(C)N1CCc2c(sc(NC(=O)CCS(=O)(=O)c3ccccc3)c2C#N)C1	-0.3	-13.1	-1.3	-7.7	0.8	-1.3	-0.8	-5.8	-2.8	0.7	-3.9
CCCCC(=O)Nc1cccc(-c2nnc(-c3ccccc3)o2)c1	0.1	-0.2	-2.2	-3.3	-1.3	-1.6	-1.4	-3.8	-1.4	-1.8	2.4
CCN1CCc2nc(NC(=O)c3ccc(S(=O)(=O)N(C)C)cc3)sc2C1	0.5	-6.5	2.4	-14.5	0.4	4.6	-0.8	-6.9	1.4	6.6	-0.7
COc1ccc(NS(=O)(=O)c2ccc3c(c2)OCCO3)cc1OC	-3.5	3.6	7.1	-12.2	-1.3	-4.6	-1.8	-3.3	-3.5	-2.2	-6.7
CCC(Sc1ccc2nnc(-c3cccnc3)n2n1)C(=O)O (stereo not drawn)	-0.9	2.8	-1.8	0.0	1.3	-3.2	-1.4	4.3	-0.3	-3.0	-2.2
Cc1cc2ncn(/N=C/c3ccc4c(c3)OCO4)c2cc1C	0.6	1.4	-1.9	-4.8	-0.2	-0.3	-1.7	-3.8	-0.8	0.3	-1.6
CC(=O)Nc1ccc(Br)c2ccccc12	0.6	-1.6	3.1	-4.9	-0.6	1.4	-0.6	-2.7	-1.6	-1.0	-2.8
CCc1ccc(OCC(=O)NC(=S)Nc2ccc(S(=O)(=O)NC3CCCCC3)cc2)cc1	-0.7	2.4	-2.6	0.5	-0.1	-1.1	-1.4	2.5	-1.3	7.5	0.9

The list goes on.
molecule	DAX1 inh-1	PLC-gamma1 inh	MBD2 DNA inh	PLC-beta3 inh	DAX1 inh-2	hcDAF-12 act	ssDAF12 agonist	ADAM17 inh	hgDAF-12 ag	Rev-erbA mod	SMARCA2 activ
CC(=O)Oc1ccc(-c2cccc(C(=O)O)c2)cc1	-0.3	-0.2	0.6	3.6	0.9	1.2	-0.7	-2.9	2.9	2.9	2.9
CN(C)/C=C(/C(=O)c1ccc(Cl)cc1)n1cncn1	0.5	4.2	-6.0	0.5	-0.8	-1.5	-1.4	2.9	0.1	-3.9	-1.7
CCOC(=O)c1c(NC(=O)c2c(C(=O)O)cccc2[N+](=O)[O-])sc2c1CCCC2	0.7	7.5	1.6	0.4	0.9	-0.7	-0.5	0.6	1.4	0.9	-2.2
COC(=O)c1ccc(C(=O)OC)c(NC(=O)CSc2n[nH]c(N)n2)c1	0.9	-7.5	5.4	-7.8	-0.4	-1.5	-1.0	-10.5	-0.2	-0.7	-3.0
CC(=O)Nc1ccc(NC(=O)COc2ccc(S(=O)(=O)N3CCCC3)cc2)cc1	0.5	2.1	-3.3	-4.9	-0.3	-2.1	-1.2	0.4	-0.9	1.8	-2.3
O=S1(=O)CCN(C2CCCCCCC2)CC1	0.1	-1.4	2.3	4.4	1.1	-1.6	-1.1	-1.8	0.4	-4.4	-5.5
COc1ccc(CNc2ncc(-c3ccccc3)n2C)c2ccccc12	0.8	4.6	-0.4	-2.3	-0.9	-0.9	-1.6	0.0	-6.5	1.9	-1.8
O=C(COC(=O)C1Cc2ccccc2CN1C(=O)c1ccccc1)Nc1ccc(SC(F)F)cc1 (stereo not drawn)	2.7	1.9	2.5	0.3	-0.7	-0.3	-0.8	-1.7	2.7	3.9	-3.1
O=C(CSc1nnc(-c2ccncc2)n1C1CCCCC1)Nc1cccc(O)c1	-0.9	1.1	4.9	7.7	-0.2	-1.2	-0.3	-0.2	-0.3	-3.4	-4.0
C[N+]1(C2CCC3CCCC2C3O)CCCC1 (stereo not drawn)	0.3	-2.3	3.1	-3.2	-0.7	-2.2	-1.3	-0.2	2.4	-1.6	-1.9
Cc1cccc(COC(=O)CCCNC(=O)c2ccc(Cl)cc2)c1	-0.1	-3.2	-4.0	-5.9	1.1	0.1	-0.7	2.8	2.1	3.0	-0.2
O=C(N[C@@H](Cc1cccnc1)C(=O)N1CCC[C@H]1C(=O)NCCc1ccccc1Cl)c1ccc(Cl)c(Cl)c1	x	3.3	3.2	2.4	0.4	0.6	-1.6	-3.0	-0.7	1.8	-1.6
CC(=O)c1ccc(NC(=O)Nc2cccc3ccccc23)cc1	0.9	-23.5	3.3	-24.0	3.7*	-0.5	-0.3	-10.4	4.3	-0.9	6.2
Cc1noc(C)c1C(=O)N(CC(=O)Nc1ccc(Cl)c(C(F)(F)F)c1)Cc1ccco1	0.7	4.0	3.4	-2.3	3.3	0.1	-0.6	6.9	0.7	-3.0	4.6
Cc1ccc2c(C)c(C(=O)N(C)C(C)c3ccncn3)oc2c1C (stereo not drawn)	2.2	-4.9	3.7	-8.4	2.3	-1.0	-1.0	-3.4	0.4	6.5	-1.4
COc1ccc(/C=C2/S/C(=N/N=C3\CC4CCC3(C)C4(C)C)NC2=O)cc1 (stereo not drawn)	-0.5	0.5	-2.9	-2.5	-0.9	-0.1	-1.1	-0.5	-1.1	-2.6	0.5
O=C(COC(=O)C1CCN(S(=O)(=O)c2cccs2)CC1)Nc1ccc(F)c(F)c1F	1.0	0.0	-3.3	4.2	0.1	0.1	-0.9	4.2	-0.4	-2.4	-0.6
CCOC(=O)C1CCCN(C(=S)Nc2ccc(C)cc2C)C1 (stereo not drawn)	1.1	4.4	-8.3	5.4	-0.3	-0.4	-0.6	-1.3	0.2	0.8	-2.4
CC1CCCN(C(=O)COC(=O)C2CCN(S(=O)(=O)c3ccc(Cl)c(C(F)(F)F)c3)CC2)C1 (stereo not drawn)	1.0	-0.8	-0.3	3.5	-0.2	0.4	-1.2	-2.7	0.4	2.6	0.3
O=C(c1cc(S(=O)(=O)N2CCOCC2)ccc1F)N1CCCc2ccccc21	-0.6	2.1	-2.2	2.1	-0.5	-0.5	-1.0	-3.0	-0.7	-0.4	-2.9
O=C(CS(=O)(=O)c1ccccc1)Nc1ccc(N2CCOCC2)cc1	1.4	-2.3	-6.2	-4.4	0.3	0.2	-1.6	1.1	-1.4	-4.6	-0.3
CN(C)CCNC(=O)c1sc2nc(-c3ccccc3)cc(C(F)(F)F)c2c1N	-0.4	-410.8	-8.8	i	1.9	4.0	-0.2	0.9	-1.5	4.6	-2.4
CCN(CC)CCNC(=O)c1ccc(NC(=O)c2cc(S(=O)(=O)N3CCCCC3)ccc2C)cc1	0.0	2.8	2.9	-4.5	2.3	1.1	-1.2	-6.8	0.1	-0.9	-2.8
Nc1cc(N)nc(SCc2nnnn2-c2ccc(Cl)cc2)n1	-1.4	1.2	0.9	0.2	-0.4	-0.8	-0.9	-2.8	-2.5	-1.7	0.2
COc1ccc(NC(=O)CN2CCC(C(=O)c3ccc(C)cc3)CC2)c(OC)c1	0.0	0.3	1.9	-0.8	-0.4	-1.4	-1.5	-1.9	-1.5	-1.2	0.8
CCN(CC)c1ccc(/C=N/NC(=S)NCc2ccccc2)c(O)c1	-1.0	-63.9	-3.6	-82.9	-0.7	-3.7	-2.1	-9.0	-0.2	0.7	-2.6
